NPR2 activator: human GC-B receptor activators, primary screen, HEK293 GC-B cells, cGMP TR-FRET, EC30 CNP | activation, % at 10 µM | Atrial natriuretic peptide receptor 2 (Homo sapiens), P20594 | 0.11% of 370,000 active | 0% at EC30 CNP, 100% saturating CNP;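 active means activation at 10 µM reaching about 35% in either raw or pattern-adjusted values, limit read from the data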
DAX1 inh-1: DAX1 (NR0B1) inhibitors, primary screen, cell-based, HEK293, Gal4-DAX1, luciferase luminescence; inhibition, % at 6.75 µM; Nuclear receptor subfamily 0 group B member 1 (Homo sapiens), P51843; 0.99% of 340,000 active; AID 504766, 2011; HEK293 Gal4-DAX1 luciferase reporter;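 active means inhibition above the mean over all tested compounds plus 3 SD, cut at about 4.2% in these data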;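 further: 0% = DAX1-transfected cells with DMSO and 100% = empty-vector control cells with DMSO; inhibition shows as a rise in luminescence from relieved DAX1 repression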
Target sequence (P51843 207-470 limits assumed): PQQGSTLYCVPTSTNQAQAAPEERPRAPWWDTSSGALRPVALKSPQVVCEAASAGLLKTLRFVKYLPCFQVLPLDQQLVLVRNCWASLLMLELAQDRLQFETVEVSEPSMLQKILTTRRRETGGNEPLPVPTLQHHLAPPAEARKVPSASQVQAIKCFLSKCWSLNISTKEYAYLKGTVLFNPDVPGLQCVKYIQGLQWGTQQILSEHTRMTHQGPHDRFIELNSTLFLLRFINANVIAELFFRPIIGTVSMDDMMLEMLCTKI
DAX1 inh-2: DAX1 (NR0B1) inhibitors on StAR promoter, primary screen, cell-based, luminescence, SF-1 (NR5A1), full-length DAX-1; HEK293T StAR-luciferase reporter, SF-1/DAX-1 repression relief; inhibition, % at 6.8 µM; 1.1% of 370,000 active; AID 652010, 2013;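 active means inhibition above the mean over all tested compounds plus 3 SD, cut at about 3.6% in these data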;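 further: 0% = DAX-1 cells with DMSO and 100% = cells lacking DAX-1 with DMSO; higher inhibition means more luminescence from relief of DAX-1 repression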
ssDAF12 agonist: S. stercoralis DAF-12 nuclear receptor activators, primary screen, cell-based, luminescence, HEK293, GRIP1 co-expression, lit1-tk-luc; Nuclear hormone receptor DAF-12 (Strongyloides stercoralis); HEK293 ssDAF-12/GRIP1 lit1-tk-luc reporter; % of 3 µM dafachronic acid response; activation, % at 6.8 µM; 1% of 370,000 active; AID 652126, 2013;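 active means activation above the mean over all tested compounds plus 3 SD, cut at about 0.9% in these data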;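 further: 0% = DMSO-only wells and 100% = 3 µM delta7-dafachronic acid wells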
hcDAF12 agonist: H. contortus DAF-12 nuclear receptor activators, primary screen, cell-based, luminescence, HEK293, lit1-tk-luc reporter; HEK293 hcDAF-12 lit1-tk-luc reporter; 0% DMSO, 100% Δ7-dafachronic acid; activation, % at 6.8 µM; 1.4% of 370,000 active;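 active means activation above the mean of all tested compounds plus 3 SD, cut at about 5.5% in these data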;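 further: 100% = response to 3 µM Δ7-dafachronic acid high control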
SMARCA2 activ: SMARCA2 (BRM) function activators, primary screen, cell-based, luminescence, high throughput; activation, % at 9.1 µM; 1% of 370,000 active; MG213 cells, MMTV-luciferase reporter, dexamethasone, overnight; in the data active means activation above about 7.8%;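 further: 0% = vehicle wells and 100% = reference activator wells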
KLK7 zymogen act: proKLK7 zymogen activators, primary screen, biochemical, fluorescence intensity; Kallikrein-7 (Homo sapiens), P49862; purified proKLK7, EDANS-DABCYL substrate fluorescence; 100% is mature enzyme control, 0% vehicle; activation, % at 7 µM; 0.9% of 370,000 active;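 active means activation above the mean of all tested compounds plus 3 SD, computed per campaign excluding outliers beyond control limits, cut at about 13% in these data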
Target sequence (P49862 whole entry, looked up): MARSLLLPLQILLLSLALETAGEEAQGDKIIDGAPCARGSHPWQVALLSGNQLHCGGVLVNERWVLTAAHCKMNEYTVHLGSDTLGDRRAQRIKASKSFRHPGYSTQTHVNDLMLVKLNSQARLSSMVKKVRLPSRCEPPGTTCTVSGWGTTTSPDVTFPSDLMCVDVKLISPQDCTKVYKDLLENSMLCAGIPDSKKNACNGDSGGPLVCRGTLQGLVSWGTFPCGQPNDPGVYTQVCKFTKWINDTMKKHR
GAA850 FXN act: FXN promoter activators, primary screen, cell-based, luciferase luminescence, HEK293 lucGAA850. HEK293 lucGAA850 FXN promoter luciferase reporter, 24 h; percent of 10 µM SAHA response. activation, % at 6 µM. 0.56% of 360,000 active. AID 540364, 2011;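 active means activation above the average of all compounds screened plus 3 SD, cutoff fixed separately per campaign, cut at about 7.5% in these data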;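 further: 0% = DMSO wells and 100% = 10 µM SAHA wells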
hgDAF12 agonist: H. glycines DAF-12 receptor agonists, primary screen, cell-based, luminescence, HEK293, GAL4 fusion, UAS-luciferase | activation, % at 6.8 µM | 1.8% of 370,000 active | HEK293 GAL4-hgDAF12 UAS-luciferase reporter, agonist luminescence; normalized to butyrate control;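 active means activation above a cutoff set at the mean of all screened compounds plus 3 SD, cut at about 10% in these data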;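 further: 0% = DMSO wells and 100% = sodium butyrate wells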
sPLA2-III inh: human group III sPLA2 inhibitors, primary screen, biochemical, QFRET, BODIPY PC-A2 liposome substrate; Group 3 secretory phospholipase A2 (Homo sapiens), Q9NZ20; QFRET BODIPY PC-A2 liposome hydrolysis, fluorescence; inhibition, % at 12.2 µM; 0.56% of 370,000 active; AID 743126, 2013;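 active means inhibition above mean plus 3 SD of compounds lying within the high and low control bounds, cut at about 19% in these data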;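 further: 0% = median of test compound wells and 100% = no enzyme DMSO wells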
Target sequence (Q9NZ20 whole entry, looked up): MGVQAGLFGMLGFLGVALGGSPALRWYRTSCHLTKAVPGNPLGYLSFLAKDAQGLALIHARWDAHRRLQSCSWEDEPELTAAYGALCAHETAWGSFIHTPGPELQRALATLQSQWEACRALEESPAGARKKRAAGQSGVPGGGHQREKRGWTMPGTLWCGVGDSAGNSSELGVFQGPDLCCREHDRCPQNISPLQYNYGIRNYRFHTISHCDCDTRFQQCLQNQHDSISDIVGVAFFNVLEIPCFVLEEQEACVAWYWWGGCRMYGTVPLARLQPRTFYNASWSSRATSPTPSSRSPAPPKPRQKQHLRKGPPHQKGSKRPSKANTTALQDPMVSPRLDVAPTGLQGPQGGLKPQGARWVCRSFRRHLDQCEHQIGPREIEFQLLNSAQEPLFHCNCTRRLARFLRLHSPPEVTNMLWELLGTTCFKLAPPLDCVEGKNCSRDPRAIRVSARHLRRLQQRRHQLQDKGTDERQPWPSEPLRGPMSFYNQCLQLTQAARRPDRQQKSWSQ
NPR1 activator: GC-A stimulated cGMP production enhancers – HEK293 GC-A cells, cGMP TR-FRET, EC30 ANP, primary screen; Atrial natriuretic peptide receptor 1 (Homo sapiens), P16066; 0% at EC30 ANP, 100% saturating ANP; activation, % at 10 µM; 0.14% of 370,000 active; AID 1671463, 2021; in the data active means activation above about 40%
Numbers without * were called inactive; x = no result given.

SMILES	NPR2 activator	DAX1 inh-1	DAX1 inh-2	ssDAF12 agonist	hcDAF12 agonist	SMARCA2 activ	KLK7 zymogen act	GAA850 FXN act	hgDAF12 agonist	sPLA2-III inh	NPR1 activator
COc1ccc2nc(C)cc(NCc3ccc(F)cc3)c2c1	-10	-0.3	0.8	0.2	0.3	5	-0.7	-3.8	0.1	-4	-10
Cc1onc(-c2ccccc2Cl)c1C(=O)Nc1cccc(-c2nc3ncccn3c2C)c1	1	0.3	-0.9	-1.3	-2.9	2	-1.2	-0.8	-3.1	-11	4
CC(=O)c1cccc(NC(=O)CSc2nc(=O)n(CCN3CCOCC3)c3c2CCCC3)c1	-2	0.1	1.4	-1.4	-0.6	-3	0.8	-2.2	2.4	10	1
NCCSc1c(-c2ccccc2)[nH]c2ccccc12	-5	0.9	0.3	-1.4	1.7	-1	0.7	0.6	-0.4	5	-12
Cc1ccc(C(=O)NNC(=O)c2ccc(NC(=O)C(C)(C)C)cc2)cc1	0	2.9	0.0	-1.0	-0.9	-2	0.3	0.9	-1.3	-7	-2
CCN(CC(=O)Nc1c(F)cccc1F)C(=O)CNC(=O)c1ccco1	4	0.4	2.0	-0.5	1.0	-1	0.0	0.6	-2.3	-1	0
COCCn1c(SCC(=O)Nc2ccccc2)nc2c(oc3ccccc32)c1=O	-4	-1.7	-0.5	-0.8	-1.1	-3	-0.5	-0.4	-0.6	2	1
COc1ccc(N2C[C@H](Cc3ccccc3)[C@@H](CC(=O)Nc3ccccc3)C2=O)cc1	0	0.1	-0.7	-1.3	-0.8	-5	0.3	-1.2	1.2	1	-1
O=C1CS/C(=N\C(=O)N2c3ccccc3Sc3ccccc32)N1	1	0.3	-0.3	-1.6	0.2	1	0.1	-3.5	2.8	4	-1
C[C@@H]1CN([C@@H](C)CO)C(=O)CCCn2cc(nn2)CO[C@H]1CN(C)C(=O)Nc1cccc2ccccc12	-2	x	0.0	-0.2	1.9	-1	-4.9	x	-2.2	2	6
COc1ccc(C(=O)N=C2CCC(C#N)=C3c4cc(OC)c(OC)cc4CCN23)cc1	6	1.2	-1.0	-1.3	-1.9	1	1.2	5.8	1.8	-4	6
NC(=NCCc1ccc(Cl)cc1)NS(=O)(=O)c1ccc(F)cc1	0	0.2	-0.8	-1.9	-2.6	-3	0.8	1.0	-2.2	4	-6
O=C(NCc1cccnc1)C(=O)Nc1ccc2c(c1)OCO2	-6	0.1	1.8	-1.3	-0.5	1	-0.3	1.0	3.9	1	4
CCCCCCCC(=O)N/N=C/c1ccc(Br)cc1	0	0.3	-0.4	-1.5	-0.5	-1	-0.5	2.5	-1.4	-5	1
CC1CN(C(=S)NC(=O)c2ccc(Cl)cc2)CC(C)O1 (stereo not given)	-1	1.4	-1.6	-1.0	-1.4	2	0.2	-0.2	-1.4	11	0
COc1cc(OC)c(NC(=O)CN(C)S(=O)(=O)c2ccc(-c3ccc(=O)[nH]n3)s2)cc1Cl	-8	0.3	-1.0	-1.6	-3.4	-1	-0.3	2.5	1.4	-14	2
Nc1ncnc2c1ncn2[C@@H]1O[C@H](C(=O)NS(=O)(=O)c2cccc(F)c2)[C@@H](O)[C@H]1O	3	x	-1.1	-0.6	-0.3	-4	0.8	x	0.8	15	3
O=S(=O)(CCN1CCOCC1)c1ccccc1	3	-2.2	0.3	-1.0	-0.5	5	0.0	4.1	-0.3	2	4
COC(=O)[C@]1(C)N[C@H](CN(C)C(=O)C2CCCCC2)[C@@H]2C(=O)N(Cc3ccccc3)C(=O)[C@@H]21	4	0.3	0.4	-1.3	-1.4	-3	0.8	2.5	-1.5	3	1
CS(=O)(=O)c1ccc(Cl)c(NC(=O)C2CC(=O)N(c3ccc4c(c3)OCCO4)C2)c1 (stereo not given)	2	0.2	-1.4	-0.7	-0.9	-2	0.3	-1.1	-0.8	2	-3
CC(C)c1ccc(NC(=O)Cn2nnc(C(=O)NCc3ccco3)c2N)cc1	-2	0.2	0.1	-1.5	-1.8	-2	0.2	-0.5	0.8	-9	2
Cc1cc(C)c(C#N)c(Nc2ccccc2Cl)n1	-16	-0.8	-0.4	-1.1	-1.6	0	-0.3	0.3	0.7	-2	-9
Cc1c(NC(=O)CSc2nnnn2C)c(=O)n(-c2ccccc2)n1C	4	-1.1	-0.5	-0.8	-1.5	0	-0.2	2.8	-2.5	1	0
O=C(c1ccccn1)N1CCCC(N2CCN(c3cccc(C(F)(F)F)c3)CC2)C1 (stereo not given)	0	-1.1	-0.7	-1.3	0.6	0	0.7	0.2	1.1	-1	5
N#C/C(=C\c1ccccc1O)C(=O)Nc1cccnc1	1	1.8	0.9	-0.6	0.5	5	1.0	3.4	4.2	-2	-5

More entries
SMILES	NPR2 activator	DAX1 inh-1	DAX1 inh-2	ssDAF12 agonist	hcDAF12 agonist	SMARCA2 activ	KLK7 zymogen act	GAA850 FXN act	hgDAF12 agonist	sPLA2-III inh	NPR1 activator
CC(C)N1C(=O)S/C(=C/c2ccc3c(c2)n(C)c(=O)n3C)C1=O	6	-0.6	-0.8	-1.4	-1.2	7	0.9	4.2	-0.2	0	3
CC(NC(=O)/C(=C/c1ccc(OC(F)F)cc1)c1ccccc1)c1ccccc1 (stereo not given)	-1	-1.5	-1.5	-0.9	-0.5	-1	0.5	1.0	-0.2	-1	-1
N#Cc1cc2c([nH]c1=S)CCCC2	3	0.7	-0.2	-1.2	3.9	-1	-0.3	1.3	0.5	15	3
CCN(CC(=O)Nc1ccccc1-c1ccccc1)Cc1nc2ccccc2c(=O)[nH]1	-16	-1.4	-3.9	-1.6	-1.2	-2	0.2	-4.0	1.2	-11	-30
Cc1cc(-c2nnc3n2N=C(c2ccccc2Br)CS3)n[nH]1	-1	3.1	-0.3	-1.1	1.4	-1	0.4	0.9	1.3	-10	-4
COc1ccc(N2CCN(Cc3cc(=O)oc4cc5c(cc34)CCCC5)CC2)cc1	5	2.2	-0.6	-1.3	-0.1	0	-0.1	-0.7	-0.7	8	-5
C=CCNc1nc(NCc2ccco2)nc(OCC)n1	-7	-0.8	0.0	-1.1	-1.2	0	0.1	-1.4	-2.5	-3	-2
COc1cccc(CNC(=O)COC(=O)c2c(NC(C)=O)sc(C)c2C)c1	-2	0.6	-0.4	-0.7	0.5	1	0.1	3.1	0.4	-6	-5
CCOC(=O)N1CCN(C(=O)c2cc(S(=O)(=O)N3CCc4ccccc43)ccc2OC)CC1	7	-0.1	1.4	-0.4	1.7	-3	0.2	-0.2	0.9	-2	-1
CC1CCc2sc(C(=O)NN=C3CCC(c4ccccc4)CC3)cc2C1 (stereo not given)	3	-1.1	0.1	-1.8	1.2	0	-0.3	-0.3	0.9	0	-3
Cc1cc(S(=O)(=O)N2CCCC2)ccc1OCC(=O)Nc1ccccc1	-6	0.0	-1.8	-0.6	-0.8	2	0.1	-2.0	0.4	5	-5
OC(CNCC1CCCCC1)COc1ccccc1 (stereo not given)	-10	0.2	0.0	-0.8	-0.7	2	-0.4	0.5	0.2	0	-5
COCCNc1nnc(SCC(=O)Nc2cc(C)on2)s1	4	2.0	1.7	-1.6	-0.5	-3	-0.3	0.0	-2.3	2	0
O=C1N[C@@H](Cc2ccccc2)C(=O)N2[C@@H]3N(S(=O)(=O)c4ccc(F)cc4)c4ccccc4[C@]3(Br)C[C@@H]12	-6	-0.3	0.3	-0.8	-0.5	0	1.1	1.2	-0.6	-4	-6
COc1ccc(CNC(=O)CC[C@H]2O[C@@H](n3cnc4c(NC(=O)c5ccccc5)ncnc43)[C@H](O)[C@@H]2O)cc1	-1	x	-0.1	-1.8	-1.2	-1	0.1	x	1.5	8	-1
O=C(O)c1ccc(CN2C[C@@H](CO)O[C@@H](n3cnc4c(N5CCOCC5)ncnc43)C2)cc1	-3	x	0.4	-1.2	-0.9	3	0.6	0.2	1.1	4	0
O=C(c1ccc(N2CCOCC2)cc1)N1CCCC(Nc2ccccc2)C1 (stereo not given)	2	0.2	-0.5	-1.0	-1.1	-1	-0.1	-0.8	-1.6	0	2
CC(C)(C)c1ccc(CC(=O)N2CCC2(C)C(=O)NS(=O)(=O)c2cccc(OC(F)F)c2)cc1 (stereo not given)	0	x	0.7	-1.1	-1.3	-1	0.1	0.3	-3.9	-19	-2
CC1CC(C)CN(C(=O)Cn2c(=O)oc3cc(S(=O)(=O)N4CCCC4)ccc32)C1 (stereo not given)	-3	0.6	-0.3	-1.2	-1.0	-2	-0.4	0.3	-0.4	1	11
CCn1c(SCC(=O)c2ccc3ccccc3c2)nnc1-c1ccco1	0	0.1	0.9	-1.1	-1.2	-3	0.2	4.7	-1.9	-28	1
COc1ccc(NC(=O)c2oc3ccccc3c2CSC)cn1	7	-2.7	0.0	-0.8	-2.4	-1	1.2	2.7	-1.4	10	8
CCOc1ccc(NC(=O)C2(c3ccc(OC)c(OC)c3)CCCC2)cc1	-1	-0.6	-0.1	-1.4	1.0	0	0.0	1.5	-1.4	-8	6
O=C(Cc1ccc(-n2c(=O)c3ccccc3n(Cc3ccccc3Cl)c2=O)cc1)NCC1CCCO1 (stereo not given)	62*	-0.5	-0.6	-1.8	-2.7	-3	-0.2	1.9	1.5	-15	53*
CCOc1ccccc1C(=O)NCC(=O)N(C)CC(=O)Nc1ccc(N2CCOCC2)cc1	2	-0.3	-0.1	-1.4	-1.1	3	-0.1	0.0	-1.8	-3	2
COc1cccc(CNC(=O)c2cc3oc4ccccc4c3n2C)c1OC	1	0.3	1.6	-1.1	-3.9	0	-0.1	-1.0	-5.4	-3	0
CC(C)Oc1ccc(Oc2ccc(C(F)(F)F)cn2)cc1	-2	0.6	-0.1	-0.8	0.2	-3	0.3	-0.2	-1.9	2	4
CCOC(=O)c1c(NC(=O)c2cccs2)sc2c1CC(C)(C)OC2	-8	-1.2	-0.7	-0.7	0.0	0	0.0	-1.3	2.1	8	-10
Cc1cccc2nc(Cn3c(=O)n(CCCC(=O)NCc4ccco4)c(=O)c4ccccc43)cc(=O)n12	-7	-1.9	-0.1	-1.6	2.8	2	0.2	-0.8	-1.7	8	0
O=C(OCn1nnc2ccccc2c1=O)c1cn(-c2ccccc2)nc1-c1cccnc1	3	-1.3	-0.9	-1.4	-2.3	0	-0.1	-1.1	-3.1	-8	2
CC(=O)Nc1nc2c(C)c(Cl)ccc2s1	-3	0.5	-0.6	-0.5	-0.5	-4	-0.2	-1.5	1.4	-1	49*

Source: PubChem
